Bioassay records (PubChem)
SIRT5 inh: blocks human SIRT5 desuccinylation of peptide; Q9NXA8; Purified SirT5, succinyl-peptide AMC, trypsin-coupled fluorescence; inhibition, % at 15 µM; hit rate 1.1% among 330,000; in the data active = inhibition above about 15%; inconclusive = no clear call, values can overlap the other calls
Target sequence (Q9NXA8 whole entry, looked up): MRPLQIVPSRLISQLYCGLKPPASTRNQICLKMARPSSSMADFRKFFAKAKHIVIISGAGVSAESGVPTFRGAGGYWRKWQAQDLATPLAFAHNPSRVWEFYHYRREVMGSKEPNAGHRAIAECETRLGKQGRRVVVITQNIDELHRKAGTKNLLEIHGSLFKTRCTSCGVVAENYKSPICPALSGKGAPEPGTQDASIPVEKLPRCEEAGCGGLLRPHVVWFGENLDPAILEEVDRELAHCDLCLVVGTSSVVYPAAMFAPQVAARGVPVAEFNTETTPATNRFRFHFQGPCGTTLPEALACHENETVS
S100A4 MyoIIA: inhibitors of human S100A4 binding to myosin IIA peptide; P26447; S100A4/TAMRA-MyoIIA peptide fluorescence polarization; inhibition, % at 10.7 µM; hit rate 0.14% among 360,000;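 active = mean inhibition of at least 70% across replicates, with every replicate also reaching that level; inconclusive = mean inhibition reaches 70% but some replicates fall short; inactive = mean inhibition below 70%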
Target sequence (P26447 whole entry, looked up): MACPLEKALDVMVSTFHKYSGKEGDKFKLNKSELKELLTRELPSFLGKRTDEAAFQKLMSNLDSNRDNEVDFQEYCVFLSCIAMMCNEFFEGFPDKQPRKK
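Material: S100A4 monomer protein | Medium: HEPES pH 7.2 with CaCl2, KCl, NaCl, DTT, Triton | Reagent: Labelled myosin peptide probe, 5 nM | Doses: One dose per compound | Times: 5 min incubation before reading | Benchmarks: Neutral control DMSO, positive control TFP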
ERAP1 HTS inh: inhibitors of human ERAP1 aminopeptidase; Q9NZ08; recombinant ERAP1, Leu-AMC fluorescence, 60 min; inhibition, % at 10.7 µM; hit rate 0.15% among 340,000;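 active = mean replicate inhibition of at least 30%, or all replicates individually reaching that 30% level; inactive = mean below 30% and not every replicate reaching it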;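 also: 0% = neutral control wells and 100% = L-leucinethiol positive control wells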
PGC1a acetyl inh: lowers PGC1a acetylation signal in U2OS cells. AlphaScreen anti-acetyl-lysine; with virally co-expressed GCN5 acetyltransferase. inhibition, % at 15.6 µM. hit rate 0.17% among 350,000. AID 651687;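 active = every replicate shows inhibition of at least 40%; inconclusive = mean inhibition at least 40% but some replicate below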;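 also: 0% = neutral control wells and 100% = positive control wells; some results beyond the cut were filed as inactive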
Cneo AK release: Cryptococcus neoformans lysis via adenylate kinase release; C. neoformans lysis, adenylate kinase release luminescence, 4 h; normalised: neutral wells 0, clomiphene wells 100; lysis activity, % at 15 µM; hit rate 0.2% among 360,000; AID 651654;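 active = mean lysis activity across replicates of at least 80%, whatever share of replicates individually reach that level; inactive = mean lysis activity below 80%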
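Material – Cryptococcus neoformans yeast cells · Quantity – 5 × 10^6 yeast cells/mL · Buffer or medium – YPD medium · Compound – single dose · Timing – 4 h static compound exposure, 37 °C, read 1 h post-reagent · Signal – adenylate kinase release luminescence · Read-out basis – lysis from increased AK signal · Benchmarks – Clomiphene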
Xi reactivation: reactivates the inactive X chromosome in mouse fibroblasts; XiGFP mouse fibroblasts, % GFP-positive cells imaging, 3 d; cells co-treated with 5-aza-dC sensitizer; scaled so ellipticine positive control = 100%; activation, % at 7.58 µM; hit rate 0.055% among 360,000; AID 743238;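 active = mean normalized replicate activation at least 10% and every replicate at or above 10%; inconclusive = only one of the two criteria met; inactive = mean below 10% and not all replicates reach 10%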;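 also: 0% = median of on-plate neutral control wells and 100% = ellipticine 6 µM median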
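System: 68-5-11 XiGFP fibroblast line | Buffer or medium: DMEM containing 5-aza-dC | Compound: Single point | Times: Compounds 3 days, fix/stain 15 min at room temperature | Benchmarks: Positive control ellipticine, 6 µM final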
C2C12 statin: suppressors of simvastatin-induced myotoxicity in C2C12 myotubes; ATP luminescence, 48 h; scaled: DMSO 0, geranylgeraniol control 100; rescue of ATP level, % at 7.49 µM; hit rate 0.78% among 330,000;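 active = mean ATP rescue above about 67%, or every replicate alone reaching that limit, limit read from the data, passing the limit was not always enough; inconclusive = no clear call, values can overlap the other calls; inactive = mean under the limit and some replicate under it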;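 also: myotubes were challenged with 10 µM simvastatin during compound exposure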
LGR2 antag: blocks bursicon-induced cAMP signaling via Drosophila LGR2 | hit rate 0.35% among 380,000 | inhibition, % at 9.99 µM | HEK293 LGR2, CRE-luciferase, bursicon-stimulated, 4 h;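 active = drop in luminescence signal, shown as inhibition above about 50% in the replicate tests, limit read from the data, passing the limit was not always enough; inconclusive = probably only some replicates passing the limit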;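 also: agonist challenge used bursicon conditioned medium at about half maximal strength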
* = called active by the depositor; ? = inconclusive; / = not tested or not shown. Some of the compounds tested; count on the stated rates, not on these rows.

canonical_smiles	SIRT5 inh	S100A4 MyoIIA	ERAP1 HTS inh	PGC1a acetyl inh	Cneo AK release	Xi reactivation	C2C12 statin	LGR2 antag
C[C@@H](NC(=O)[C@H]1[C@H](CO)[C@H]2Cn3c(ccc(-c4ccccc4F)c3=O)[C@@H]1N2C)c1ccccc1	-6	-10	0	/	0	0.1	2	1
O=C(N[C@H]1CC[C@H](CCNS(=O)(=O)c2ccccc2)O[C@H]1CO)c1cnccn1	5	-12	-2	1	1	0.2	-11	7
CC(=O)c1ccc(N2CCN(S(=O)(=O)c3ccc(-c4cc(C)no4)s3)CC2)cc1	-7	-9	0	9	-1	0.0	5	2
Cc1ccc(S(=O)(=O)Nc2ccc3c(c2)CC(=O)N([C@@H](C)CO)C[C@H](C)[C@H](CN(C)Cc2ccncc2)O3)cc1	0	-26	0	0	2	0.0	10	0
CCCN1C[C@H](C)[C@@H](OC)CN(C)C(=O)c2ccc(NC(=O)CC)cc2OC[C@@H]1C	/	/	/	6	/	0.2	-6	-4
O=C(C1CC1)N1CC(=O)N2[C@@H](CO)[C@H](c3ccc(C#Cc4cccc(F)c4)cc3)[C@@H]2C1	-7	6	1	-2	/	0.0	/	-19
CCOCCCNC(=O)/C(C#N)=C/c1ccc(Cl)c([N+](=O)[O-])c1	-13	3	1	/	1	-0.2	-5	90*
COC(=O)c1c([N+](=O)[O-])c(OC)c(OC)c(OC)c1[N+](=O)[O-]	-10	3	1	/	1	0.2	-7	-3
CCNC(=O)C[C@H]1CC[C@H]2[C@@H](COc3ccc(NC(=O)Nc4cccc(F)c4)cc3C(=O)N2C)O1	-3	?	2	5	0	0.1	9	10
CCN(C)C1CN(Cc2cn(Cc3ccccc3)nn2)S(=O)(=O)C1 (stereo not drawn)	-1	-1	0	/	/	0.3	/	17
C[C@H]1CN([C@@H](C)CO)C(=O)c2cccc(NS(=O)(=O)c3cn(C)cn3)c2O[C@H]1CN(C)Cc1ccncc1	-2	10	2	8	-3	-1.2	2	-38
C[C@@H]1CCCCO[C@H](CN(C)Cc2ccccc2)[C@@H](C)CN([C@@H](C)CO)C(=O)c2cc(NC(=O)c3ccccc3)ccc2O1	/	/	/	2	-3	0.0	/	-14
CN1CCN(C(=O)c2cc(S(=O)(=O)Nc3ccccc3F)c(Cl)cc2Cl)CC1	0	14	-3	-4	0	0.0	-6	-2
C=CCn1c(=NC(=O)CN2C(=O)CCC2=O)sc2cccc(OC)c21	-6	-2	3	7	2	0.3	-13	-11
COCC#Cc1ccc([C@@H]2[C@@H](CO)N3C(=O)CN(C(=O)CN4CCOCC4)C[C@@H]23)cc1	-2	-4	-3	0	/	0.0	/	14
COc1ccc(OCC(=O)Nc2ccccc2N2CCCCC2)cc1	2	19	-2	-5	-10	0.1	-1	15
C[C@H](CO)N1C[C@H](C)[C@H](CN(C)Cc2cccc(C(=O)O)c2)OCc2cnnn2CCCC1=O	-1	7	2	17	3	-0.6	4	-3
Cc1ccsc1C(=O)OCC(=O)NCCC1=CCCCC1	-5	-3	14	/	/	0.0	/	-30
COc1ccc(NS(=O)(=O)c2cccc(C(=O)N3CCN(Cc4ccc5c(c4)OCO5)CC3)c2)cc1	-1	6	3	/	-2	0.2	9	-3
COc1ccc(C(=O)NC2CC3CCCC(C2)N3Cc2ccccc2)c(OC)c1 (stereo not drawn)	24*	1	1	12	0	-0.2	-8	9
COc1ccc(OC)c(C=NNC(=O)c2ccccc2NS(=O)(=O)c2cccs2)c1	-5	7	-7	6	0	-0.1	0	3
Cc1ccc(NC(=O)CCN2CCN(CCO)CC2)cc1	2	4	2	22	-2	0.1	4	2
COC(=O)C1=C(C)N(Cc2ccccc2)C(=NCc2ccccc2)N[C@H]1c1cccc(F)c1	-2	3	53*	/	-3	0.0	-30	/
COc1cc(/C=C2/NC(=O)N(Cc3ccccc3F)C2=O)ccc1O	0	8	-4	-14	/	0.1	/	-14
COC(=O)C(O)(CC(=O)Nc1cccc(SC)c1)C(F)(F)F (stereo not drawn)	/	3	-13	-1	-2	/	-3	-3
C[C@H](NC(=O)C[C@H]1CC[C@@H]2[C@H](COC[C@H](O)CN2C(=O)Nc2cccc(Cl)c2)O1)c1ccccc1	11	29	-2	14	47	0.2	4	-23
CCOC(=O)N1CCN(CC(O)COc2ccc(C)cc2C(C)(C)C)CC1 (stereo not drawn)	-5	6	2	/	/	-0.1	/	5
CCOc1ccccc1C(=O)N[C@H](C(=O)Nc1cc(S(=O)(=O)N(C)C)ccc1OC)C(C)C	-3	-4	4	2	/	-0.1	/	-3
COc1ccc2c(c1)c(C(=O)O)c(C)n2-c1ccccc1	-3	0	-7	13	-1	0.3	16	7
N#C[C@@H]1[C@@H](c2ccccc2-c2cccc(F)c2)[C@@H](CO)N1C(=O)CN1CCOCC1	-3	-1	-1	5	/	0.0	/	8
O=C(N[C@@H](Cc1ccccc1)Cn1cc(CN2C(=O)COC[C@H]2c2ccccc2)nn1)c1ccccc1	3	2	-3	/	-2	/	/	/
CN(CCO)C(=O)C1CCN(c2ncc(C(F)(F)F)cc2Cl)CC1	-3	1	-1	-3	/	0.0	2	/
Cc1ccc(SCC(=O)OCC(=O)N(CC(C)C)c2c(N)n(Cc3ccccc3)c(=O)[nH]c2=O)cc1C	-7	0	5	/	1	0.1	/	-12
Cc1cc2nc(-c3nnnn3C3CCCCC3)c(=O)[nH]c2cc1C	3	-3	/	/	/	0.1	/	0
NNC(=O)c1ccc(N2CCc3ccccc32)c([N+](=O)[O-])c1	-1	-4	-1	-2	1	0.0	7	14
CCc1cccc(NC(=O)Cn2ncn3c(cc4ccccc43)c2=O)c1	-1	-10	1	4	0	/	6	-14
COC(=O)c1nc2n(n1)C(c1ccc(OC)c(OC)c1OC)C1=C(CCCC1=O)N2 (stereo not drawn)	2	-4	3	/	4	/	5	2
Cc1c(N=C2C(=O)Nc3ccccc32)c(=O)n(-c2ccccc2)n1C	/	-1	/	26	-4	-0.1	-5	20
CC1(C)CC(=O)C2=C(C1)N(c1ccc(F)cc1)C(=O)CC2c1cccnc1 (stereo not drawn)	-1	1	2	-6	-1	-0.1	6	-35
C[C@@H]1CN([C@@H](C)CO)C(=O)Cc2cc(NC(=O)CCN3CCOCC3)ccc2O[C@@H]1CN(C)Cc1ccc(C(F)(F)F)cc1	-1	12	-5	0	-3	0.2	16	-5
CN(C)c1ccc(/C=C/c2ccc3c4ccccc4ccc3[n+]2-c2ccccc2)cc1	1	156*	-1	44*	-10	0.2	-171	?
CC=Cc1ccc2n(c1=O)C[C@H]1[C@H](CO)[C@@H](C(=O)NCC)[C@@H]2N1Cc1ccccc1 (mixture of isomers)	-4	24	2	/	-2	0.2	37	-12
COc1ccc(C(=O)NC(C)CCc2ccccc2)cc1 (stereo not drawn)	-2	-3	-2	-27	3	0.2	12	-14
CCN(CC(=O)NCc1cccs1)C(=O)c1cc(S(=O)(=O)NCc2ccccc2)ccc1C	8	-2	-2	5	-3	0.0	3	1
O=C(NCc1ccco1)c1ccccc1O	-3	-3	1	/	0	0.1	-2	-20
CC(=O)N(C)C[C@H]1Oc2cc(C3=CCCC3)ccc2S(=O)(=O)N([C@H](C)CO)C[C@H]1C	-2	13	1	1	4	0.0	-13	11
CCOC(=O)c1ccc(NC(=O)c2nc[nH]c2C(=O)N(CC)CC)cc1	-1	-3	-2	5	0	0.0	14	-6
O=C(C[C@H]1CC[C@@H]2[C@H](COC[C@@H](O)CN2S(=O)(=O)c2ccc(Cl)cc2)O1)N[C@@H]1CCN(Cc2ccccc2)C1	1	4	-2	-2	-1	-0.1	10	-9
CCC(=O)c1cc(F)c(N2CCN(C(=O)Cc3ccccc3)CC2)cc1C	/	/	/	-6	5	/	9	13
Cn1cccc1/C=C(/C#N)c1ccc(F)cc1	3	1	-2	/	0	0.0	3	4
O=S(=O)(Oc1ccc(Cl)cc1)c1cccc2cccnc12	0	-4	/	-5	-2	0.2	/	14
CC(=O)NCCc1ccc(C(=O)COC(=O)c2cccs2)cc1	-9	3	-2	3	-26	0.0	5	/
CCC(=O)NNc1nc2c(C)cc(C)cc2s1	-2	-2	-1	-3	/	0.0	/	-13
COc1ccc(CC(=O)NC2CC(C)(C)NC(C)(C)C2)cc1OC	0	1	0	3	3	0.0	4	-1
CC(c1ccccc1)n1cc(C(=O)NCc2ccncc2)nn1 (stereo not drawn)	-1	3	0	-6	0	/	/	7
Cc1cccc(OCC(=O)NCC(=O)N/N=C/c2cccnc2)c1	-5	1	8	/	/	0.3	/	2
COc1cn(-c2ccccc2)nc1C(=O)NCc1ccc(C)cc1	0	0	1	-2	0	0.2	3	6
CCC(=O)Nc1ccc2c(c1)C(=O)N(C)C[C@H](OC)[C@@H](C)CN(C(=O)Cc1ccccn1)[C@@H](C)CO2	-1	-1	1	0	-3	0.3	-5	1
O=C(Cc1cccs1)N/N=C\c1ccc([N+](=O)[O-])s1	-1	-3	-1	-24	/	0.0	/	-7

2 compounds drawn at random from the list so far:
canonical_smiles	SIRT5 inh	S100A4 MyoIIA	ERAP1 HTS inh	PGC1a acetyl inh	Cneo AK release	Xi reactivation	C2C12 statin	LGR2 antag
Cc1cccc(OCC(=O)NCC(=O)N/N=C/c2cccnc2)c1	-5	1	8	/	/	0.3	/	2
CCC(=O)NNc1nc2c(C)cc(C)cc2s1	-2	-2	-1	-3	/	0.0	/	-13
